# Tau fibril FP = inhibitors of human tau fibril formation; AID 1468; P10636; 0.39% of 280,000 active; Potency, µM (series often up to 57.7 µM), for the others: top-dose activity, negative = inhibition, most hits filed as inhibitors; K18 P301L tau heparin fibrillization, Alexa594 FP, 6 h; further: on the % scale 0 is the no-effect control and ±100 the full control effect; nearly all actives have a fitted effect of over 55% in size
# Target sequence (P10636 561-689 P618L limits assumed): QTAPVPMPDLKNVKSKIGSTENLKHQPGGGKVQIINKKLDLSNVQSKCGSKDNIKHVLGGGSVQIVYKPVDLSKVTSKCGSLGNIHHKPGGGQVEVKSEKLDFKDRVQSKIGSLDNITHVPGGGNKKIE
#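 Recombinant K18 P301L […], labeled with Alexa 594 at 0.24 uM over 15 uM unlabeled; heparin inducer 20 uM final; 37 C, 6 hr; FP endpoint.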
# Tau ThT inhib = blocks human tau fibril formation measured by thioflavin T; P10636; recombinant tau K18 P301L, heparin-induced fibrillization, ThT fluorescence; Potency, µM (highest dose often 57.4 µM), for the others: at the highest dose activity, negative = inhibition, actives largely listed as inhibitors; 2.1% of 270,000 active; further: on the % scale 0 is the no-effect control and ±100 the full control effect; nearly all actives have a fitted effect of over 55% in size
#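 K18 P301L tau (15 uM + 0.24 uM Alexa 594-tagged), heparin 20 uM, NaOAc pH 7, 6 h 37 C; ThT 30 uM, 1 h RT, ex 450/em 510 nm.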
# Tau fluor counter = counter-screen for tau fibril formation inhibitors. Potency, µM (doses to about 57.7 µM), inactives show top-dose activity change, negative = decrease. tau K18 P301L Alexa594 fluorescence, heparin fibrillization. 0.93% of 280,000 active; further: on the % scale 0 is the no-effect control and ±100 the full control effect; nearly all actives have a fitted effect of over 55% in size
#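 Human tau K18 P301L (15 uM unlabeled, 0.24 uM Alexa 594-labeled) in 100 mM sodium acetate pH 7 with 20 uM heparin, 6 hr at 37 C. ThT 30 uM added, 1 hr ambient; Alexa 594 FP and total fluorescence read at 555/632 nm.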
# aGlu spleen mod = inhibitors or activators of human alpha-glucosidase in spleen homogenate; P10253; human spleen homogenate, 4-MU-alpha-glucoside fluorescence; Potency, µM (titrated, usually from 79.9 µM), for the others: at the highest dose activity change, negative = inhibition, hits mostly inhibitors; 0.006% of 240,000 active; AID 2112;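 further: 0% = enzyme with vehicle and -100% = no enzyme basal signal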
#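 Compounds were titrated against alpha-glucosidase in spleen homogenate at pH 5.0, with 1 mM 4-methylumbelliferyl substrate for 40 min at 37 C. Reactions were quenched with pH 10 NaOH/glycine and fluorescence measured.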
# HTT cytoprotect = cytoprotection in Huntington HTT-Q103 PC12 cell model | 0.14% of 230,000 active | Potency, µM (highest dose often 56.4 µM), for inactives: cytoprotection (ATP increase), hits mostly activators | AID 1471 | PC12 HTT-Q103 induced, cytoprotection, ATP luminescence, 40 h;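 further: % of control where 0% means no effect; nearly all actives have a fitted effect of over 45% in size; toxic huntingtin expression switched on by the ecdysone agonist tebufenozide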
#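 ATP quantification (ATPlite) reports survival of PC12 cells in which tebufenozide, 100 nM final, switches on Htt exon 1 with 103 glutamines linked to GFP; compounds are titrated.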
# aGal spleen mod = inhibits or activates alpha-galactosidase in human spleen homogenate. P06280. human spleen homogenate, 4MU-alpha-Gal fluorescence, 40 min. Potency, µM (highest dose often 80 µM), inactives show top-dose activity change, negative = inhibition, most hits filed as inhibitors. 0.008% of 240,000 active. AID 2107;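 further: 0% = enzyme with vehicle and -100% = no enzyme basal signal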
# Target sequence (P06280 32-429 limits assumed): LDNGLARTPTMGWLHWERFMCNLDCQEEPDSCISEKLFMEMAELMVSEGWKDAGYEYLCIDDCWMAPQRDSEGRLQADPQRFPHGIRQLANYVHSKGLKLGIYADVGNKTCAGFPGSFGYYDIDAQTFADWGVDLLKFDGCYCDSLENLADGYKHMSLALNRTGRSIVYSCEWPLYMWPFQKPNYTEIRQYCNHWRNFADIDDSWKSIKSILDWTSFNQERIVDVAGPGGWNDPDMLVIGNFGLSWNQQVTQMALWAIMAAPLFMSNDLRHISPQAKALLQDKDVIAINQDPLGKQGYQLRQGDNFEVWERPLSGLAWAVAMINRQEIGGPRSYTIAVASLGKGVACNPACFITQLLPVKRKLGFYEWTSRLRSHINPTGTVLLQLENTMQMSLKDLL
#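 Human spleen homogenate (1 ug) as enzyme source, 4-methylumbelliferyl-alpha-D-galactopyranoside 1 mM final, citrate/phosphate pH 5.0 with 0.01% Tween-20. Compounds 40 min at 37C, NaOH/glycine stop; fluorescence Ex 365/Em 440, Hill-fit AC50.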
# GAA glycogen = GAA glycogen-cleavage inhibition or activation | Potency, µM (series often up to 76.4 µM), without a hit: at the highest dose activity change, negative = inhibition, actives largely listed as inhibitors | P10253 | recombinant GAA, glycogen substrate, Amplex Red glucose oxidase fluorescence | 0.38% of 300,000 active;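 further: 0% = full enzyme reaction and -100% = no-enzyme basal signal; the screen sought inhibitors and activators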
#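 qHTS, 1536-well; enzyme 4 nM final; cpd up to 77 uM; substrate bovine liver glycogen 30 ug; 50 mM citrate/phosphate pH 5.0, 0.01% Tween-20; 37 C, 40 min; Amplex Red detection 45 min RT; Hill fit → AC50.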
# GAA inhib = inhibitors of human lysosomal alpha-glucosidase; P10253; 0.005% of 200,000 active; Potency, µM (series often up to 76.9 µM), for the others: top-dose activity change, negative = inhibition, usual class: inhibitors; purified human GAA, 4-MU-alpha-glucoside fluorescence;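 further: plate controls were uninhibited enzyme wells for no effect and no-enzyme background for full effect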
#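 Enzyme (4 nM final) mixed with compound (up to 77 uM), then 4-MU-alpha-D-pyranoside (400 uM final) added; 20 min at room temperature, pH 5.0. Reaction stopped at pH 10, fluorescence read, AC50 derived by Hill fit.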
# The depositor's hits bear a star; ? = inconclusive; . = not tested or not shown; [ ] = remark or other dose. The call rests on the fitted dose curve; in most records, active means well fitted curve in the direction sought with a large enough effect; inconclusive means small, poorly fitted or top-dose-only effect, or another doubt; inactive means no such curve, though single readings can be large; an effect the other way counts as inactive or inconclusive. Potency means the concentration at half of the fitted maximal effect.
molecule	GAA glycogen	Tau fluor counter	aGal spleen mod	HTT cytoprotect	Tau ThT inhib	Tau fibril FP	GAA inhib	aGlu spleen mod
NC(=O)CC(NC(=O)Cc1ccc(Br)cc1)c1ccc(N2CCN(c3ccccc3)CC2)c([N+](=O)[O-])c1 (configuration not stated)	-2%	?	10%	28%[10 µM]	?	18%	.	16%
COc1ccc2c(c1)c(=O)c(C(=O)c1ccc(C)c(C)c1)cn2CC(=O)Nc1ccc2c(c1)OCCO2	3%[76.3 µM]	-30%	.	.	-13%	?	.	.
CC(C)(C)NC(=O)/C(=C\c1ccccc1F)NC(=O)c1ccc([N+](=O)[O-])cc1	4%	-5%	9%	-36%[inhibitor]	-3%	2%	-2%	-1%
Cc1c(Cl)cccc1NC(=S)N(Cc1cccnc1)Cc1ccccc1Cl	-5%	-15%	-2%	-7%	-4%	1%	2%	-5%
CCCCC(=O)Nc1ccc(C(=O)N2CCC(C(=O)OCC)CC2)cc1	-3%	-9%	1%	16%[10 µM]	-17%	4%	2%	-2%
O=C(NC(=S)Nc1ccc(S(=O)(=O)Nc2nccs2)cc1)C1CC1	-5%	-7%	4%	9%[10 µM]	1%	-6%	.	-3%
COc1cccc(C(=O)C2CCCN(C(=O)CCc3scnc3C)C2)c1 (configuration not stated)	1%	0%	3%	-15%	-7%	-1%	?	-1%
COc1ccc(OC)c(/C=N/NC(=O)c2ccc(Cn3cc([N+](=O)[O-])cn3)o2)c1	-6%	-4%	1%	.	-2%	2%	6%	2%
Cc1ccc(S(=O)(=O)NNC(=O)c2snnc2C)cc1	25µM*	-4%	1%	-7%	1%	?	-5%	0%
O=C(N/N=C/c1ccccc1Br)C1CC1	3%	2%	7%	-10%	-5%	?	-4%	3%
O=C(CSc1n[nH]c(=O)[nH]c1=O)N/N=C/c1ccccc1O	4%	0%	4%	.	-1%	-15%	?	-6%
O=C(NCCCn1ccnc1)Nc1ccc(Cl)cc1	6%	-4%	5%	-4%	2%	-2%	-28%	-6%
OCCC1CN(Cc2cccc(-c3ccco3)c2)CCN1Cc1ccsc1 (configuration not stated)	6%	-2%	-5%	11%[10 µM]	-6%	2%	-3%	-2%
Cc1ccc(OCCOC(=O)Nc2ccccc2)cc1	5%	-1%	2%	8%[0.074 µM]	-6%	-7%	-2%	-1%
N#Cc1c(C(F)(F)F)cc(=O)[nH]c1SCC(=O)O	2%	7%	-3%	-11%	7%	1%	-11%	-6%
CC(C)(C)N1C(=O)c2ccc(C(=O)O)cc2C1=O	-27%	2%	3%	-11%	-3%	4%	6%	-7%
CCc1ccc(OCC(=O)NCc2ccco2)c(Br)c1	0%	0%	-2%	-17%[0.074 µM]	?	5%	-9%	-5%
CN(C)C(=O)CSc1nnc(-c2ccc(F)cc2)c2ccccc12	-14%	-8%	2%	-1%[10 µM]	?	-3%	.	-2%
Cc1cc(C(=O)CSc2nc(N)cc(=O)[nH]2)c(C)n1CCc1ccc(Cl)cc1	4%	-9%	5%	4%	-27%	-2%	0%	-14%
CCSc1oc(-c2ccc(F)cc2)nc1S(=O)(=O)c1ccc(C)cc1	-10%[76.3 µM]	-22%	.	.	-6%	-1%	.	.
CCOC(=O)CCCCC1=CC2=CC(=O)C(C)(O)C(=O)C2=CO1 (configuration not stated)	.	-25%[11.6 µM]	1%[17.5 µM]	-12%[10 µM]	?	-3%[11.6 µM]	.	1%[17.4 µM]
CCOC(=O)C1=C(Cc2ccc(F)cc2)C(=O)c2ccccc2C1=O	-17%	?	-5%	-28%	10µM*	16µM*	-2%	-5%
CCOC(=O)C1CCN(CC(=O)N2C(C)CCCC2C)CC1 (configuration not stated)	-9%	5%	3%	4%[10 µM]	2%	-3%	9%	-9%
CCOC(=O)NC(N(O)c1cccc(Cl)c1)C(Cl)(Cl)Cl (configuration not stated)	?	-23%	0%	15%[10 µM]	?	?	-1%	2%
COc1ccccc1C(=O)CC1(O)C(=O)N(CC(N)=O)c2ccccc21 (configuration not stated)	-6%[76.3 µM]	-9%	.	.	-10%	3%	.	.
CCN1CCN(C(=O)c2cc3c(=O)n(C)c4ccccc4c3n2C)CC1	3%	-1%	10%	-12%	-15%	-3%	?	2%
CC(C)COC(=O)Nc1nnc(SCc2ccccc2F)s1	-21%	-1%	-3%	6%	2%	6%	1%	-2%
COc1cc(NS(=O)(=O)c2cccs2)cc(OC)c1	-11%[76.3 µM]	-15%	.	.	-2%	-3%	.	.
CC(C)N(C)NC(=S)Nc1ccccc1	-8%	-1%	2%	23%[10 µM]	2%	4%	4%	-2%
COC(=O)c1ccccc1NC(=O)Cn1c(=O)oc2ccc(Cl)cc21	-1%	-13%	0%	-3%[0.074 µM]	-13%	-3%	?	-7%
COc1c(C)cc(Br)cc1C(=O)Nc1ccccc1N1CCN(C(=O)c2ccccc2)CC1	8%	-8%	11%	-1%[10 µM]	-12%	0%	4%	3%
CCOC(=O)C1=C(C(=O)OCC)C(C(=O)OCC)N(S(=O)(=O)C(F)(F)F)c2ccccc21 (configuration not stated)	.	-13%	0%	-5%	-9%	-4%	.	5%
COC(=O)c1ccccc1NC(=O)C(=O)NCc1ccncc1	11%	-5%	3%	-13%	-1%	-4%	-1%	2%
Cn1c(=O)c2c(nc(CN3CCOCC3)n2CCc2ccccc2)n(C)c1=O	-1%	-8%	0%	-2%	-10%	-5%	3%	-4%
O=c1[nH]ncc2c3ccccc3n(Cc3ccc(F)cc3)c12	1%	-9%	-4%	-37%	-10%	6%	-4%	-8%
CC(=O)C1=C(O)C(=O)N(Cc2ccco2)C1c1ccc2c(c1)OCO2 (configuration not stated)	6%	-9%	-3%	-3%[10 µM]	?	-11%	?	1%
Cc1cccn2cc(-c3c[nH]c4ccccc34)nc12	4%	-23%	7%	-33%[inhibitor]	?	5%	4%	6%
O=C(COC(=O)/C=C/c1ccc(F)cc1)NCc1ccco1	-10%	0%	6%	-6%[10 µM]	-2%	8%	-4%	0%
CCn1nc(C)c(NC(=O)/C=C/c2cnn(C)c2)c1C	-10%	-4%	6%	6%	-8%	3%	-2%	1%
COC(=O)Cn1cnc2ccccc2c1=O	-7%	-3%	-4%	-1%	-4%	-4%	8%	-4%
O=C(CN1c2ccc(Br)cc2-c2ccccc2S1(=O)=O)N1CCCCC1	0%[76.3 µM]	-10%	.	.	-4%	3%	.	.
O=C(CN1C(=O)C2CC=CCC2C1=O)Nc1nc2ccc(F)cc2s1 (configuration not stated)	8%	-11%	-3%	-18%	0%	-2%	9%	-4%
COc1ccc(/C=N/NC(=O)CNC(=O)COc2ccccc2)cc1	1%	-3%	3%	19%[10 µM]	-13%	7%	-3%	0%
COc1cc(C2SCC(=O)N2CCN2CCCCC2)ccc1O (configuration not stated)	1%	1%	0%	-53%[inhibitor]	5%	-5%	?	5%
O=C(N/N=C/c1ccccn1)c1cc(-c2ccccc2)nc2ccccc12	-11%	?	-5%	-13%[10 µM]	?	-7%	.	-4%
COc1c2ccccc2c(OC)c2ccccc12	4%	-15%	0%	-7%	0%	-14%	15%	1%
CC(=O)N(Cc1cc2ccc(C)c(C)c2n2nnnc12)C1CCCC1	1%	1%	18%	-1%	0%	2%	1%	-10%
Cn1c(=O)n(C)c2cc(NS(C)(=O)=O)ccc21	10%	-3%	-9%	-28%[10 µM]	-7%	-7%	1%	4%
O=C(c1ccoc1)N1CCC2(CC1)Oc1ccc(Cl)cc1C(=O)C21CC(c2ccccc2)=NO1 (configuration not stated)	-2%	7%	-7%	15%[10 µM]	2%	-3%	.	1%
O=C(CSc1nc2ccccc2o1)N/N=C/c1ccc(C(=O)O)cc1	2%	11%[0.0958 µM]	-6%	0%[10 µM]	.	1%[0.0958 µM]	.	-10%
COc1ccc(-c2cc(N)n(S(=O)(=O)c3ccc(F)cc3)n2)cc1OC	1%	-26%	9%	-75%[inhibitor]	-7%	3%	-6%	6%
CCOc1ccc(Cl)cc1CNCCNCC(C)O (configuration not stated)	-9%	-2%	-5%	-18%	-6%	0%	2%	-7%
COc1ccc(NC(=O)Cn2c(=O)n(CC(=O)NCCc3ccccc3)c(=O)c3ccccc32)cc1	-1%[76.3 µM]	3%	.	.	10%	?	.	.
CCc1cccc(N=c2c([N+](=O)[O-])nn(-c3ccc4c(c3)OCCO4)n2O)c1	-7%	?	-2%	-66%[inhibitor]	?	?	-8%	.
COc1ccccc1NC1=NC2(CCCC2)N=C(N)N1	-5%	8%	4%	11%	0%	2%	0%	-2%
Cc1cc(C)c(C#N)c(SCc2[nH]nc3c2C(c2ccccc2)C(C#N)=C(N)O3)n1 (configuration not stated)	-10%	?	0%	-20%	?	-11%	-1%	-5%

# Taken from above.
# GAA inhib with Cn1c(=O)c2c(nc(CN3CCOCC3)n2CCc2ccccc2)n(C)c1=O : 3%
# GAA inhib with COc1ccccc1NC1=NC2(CCCC2)N=C(N)N1 : 0%
# aGlu spleen mod with O=C(N/N=C/c1ccccn1)c1cc(-c2ccccc2)nc2ccccc12 : -4%
# GAA glycogen with COc1c2ccccc2c(OC)c2ccccc12 : 4%
# Tau ThT inhib with COc1ccc(/C=N/NC(=O)CNC(=O)COc2ccccc2)cc1 : -13%
# HTT cytoprotect with COc1c(C)cc(Br)cc1C(=O)Nc1ccccc1N1CCN(C(=O)c2ccccc2)CC1 : -1%[10 µM]

# Some entries already given with just Tau fibril FP:
mol | Tau fibril FP
COc1ccc(NC(=O)Cn2c(=O)n(CC(=O)NCCc3ccccc3)c(=O)c3ccccc32)cc1 | ?
CCc1cccc(N=c2c([N+](=O)[O-])nn(-c3ccc4c(c3)OCCO4)n2O)c1 | ?

# Screening data: PubChem BioAssay, National Center for Advancing Translational Sciences (NCATS)
